Myeloid diff 2: compounds promoting myeloid differentiation | ER-HoxA9 myeloid progenitors, lysozyme-GFP differentiation, flow cytometry | calls only at 10 µM | 360,000 compounds, 1% hits | AID 624256;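 active = normalized GFP-positive differentiation at or above the plate's own cutoff, the solvent-only control mean plus 3 SD; inconclusive = no clear call, values can overlap the other calls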;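 note: cells exposed to compound for four days before flow analysis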
T cell modulator: T cell immune modulation candidate. 2C CD8+ T cell-vesicle binding, flow cytometry; stronger effect = lower value. calls only at 7 µM. 330,000 compounds, 0.068% hits. AID 2052;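 active = response, share of CD8 T cells binding vesicles, and their 90th percentile fluorescence all below set limits, cut at about 80% in these data, passing the limit was not always enough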
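Assay system: 2C TCR transgenic mouse naive CD8+ T cells, MACS-purified | Read-out: CD8+ gate FL2 mean fluorescence as % of same-row positive control | Signal: High-throughput flow cytometry with anti-B7-1 and anti-CD8 staining | Timing: Binding step 1.5 h, 37 °C, antibody labelling 20 min, ice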
Lipid droplet: hepatic lipid droplet formation modulation; 240,000 compounds, 0.4% hits; inhibition, % at 6.5 µM; AML12 mouse hepatocytes, oleate lipid droplets, BODIPY imaging;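 active = lipid droplet intensity inhibited by at least 50%, with more than 500 cells counted; inconclusive = wells with under 300 cells, treated as cytotoxic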
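Assay system: AML12 mouse liver cells | Compound dosing: One dose, 6.5 µM compound | Read-out basis: Droplet intensity reduction, % inhibition | Measured by: Fluorescence imaging, 20x objective, two fields per well | Schedule: Overnight treatment with compound plus oleate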
Lipid droplet cells 6.5 µM: recorded beside Lipid droplet, whose call it bears; cell count; measured here: cell count, cytotoxicity flag;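 cells counted across two imaged fields per well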
T cell modulator vesicle-bound %: second read-out of T cell modulator, no call of its own (marks repeat the call); double positive events, %; measured here: CD8+ vesicle-bound cell fraction;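 binding gate set so that unloaded-vesicle control wells show 10% double positive cells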
Myeloid diff 2 GFP+ MAC1+ %: recorded beside Myeloid diff 2, whose call it bears; GFP+ MAC1+ double positive, %; measured here: differentiation confirmed by MAC1 staining
An asterisk follows results filed as active; i = inactive; ? = inconclusive; / = no result given. This is a subset (hit frequency here may not be typical).

SMILES	Myeloid diff 2	Myeloid diff 2 GFP+ MAC1+ %	T cell modulator	T cell modulator vesicle-bound %	Lipid droplet	Lipid droplet cells 6.5 µM
CCOn1c(=O)c(-c2ccc(C)cc2)[n+]([O-])c2ccccc21	i	0.5	i	58.6	-6.3	407
CCC(CC)c1nc(C(N)=O)c2[nH]c(=O)n(-c3ccc(OC)c(OC)c3)c2n1	i	3.3	i	50.1	-18.4	754
Cc1ccc(NC(=O)CN(C)S(=O)(=O)c2cccc3cccnc23)cc1C	i	1.7	i	11.6	-10.2	737
CCn1ncc(Cl)c1C(=O)NC(=S)Nc1ccccc1Br	i	0.6	i	30.8	7.7	676
COc1ccc(/C=C/C(=O)OCC(=O)NCCNC(=O)COC(=O)/C=C/c2ccc(OC)cc2)cc1	i	1.4	i	6.6	-2.0	795
Cc1cnc(NC(=O)Cc2ccccc2Cl)s1	i	2.3	i	24.9	3.1	749
O=C(CN1C(=O)COc2ccc(Cl)cc21)NC1CC1	?	/	i	54.4	9.6	597
COCC(=O)Nc1ccc2c(c1)OCC(=O)N2Cc1ccccc1F	i	0.3	i	34.3	11.3	849
O=C(CSCc1ccc(Cl)cc1Cl)Nc1ccc(O)cc1C(=O)O	i	1.2	i	27.6	-2.2	739
CC1(C)CC(=O)N(c2ccc(C#N)cc2)C(=O)C1	i	0.4	i	11.5	-44.9	815
CC[C@@]12C(=O)N(c3ccccc3)C(=O)N1[C@H](c1cccc(C)c1)[C@@H]1C(=O)N(Cc3ccccc3)C(=O)[C@@H]12	i	1.5	i	29.0	1.2	821
Cc1nnc(NC(=O)CC23CC4CC(CC(C4)C2)C3)s1	i	3.4	i	37.5	-1.2	812
CCOc1ccc2ccc(OCC)c(/C=N/n3cnnc3)c2c1	i	0.6	i	61.9	2.8	875
COc1ccc(NC(=O)COc2cccc3c2CCN(Cc2cccnc2)C3=O)c(OC)c1	i	0.7	i	11.4	-3.7	726
Cc1ccnc(NC(=O)c2cccc(NC(=O)c3ccccc3C)c2)c1	i	0.6	i	41.7	-5.1	846
Cc1cc(NC(=O)CSCC(=O)OCc2nnc(-c3ccccc3)o2)no1	?	/	i	0.0	6.9	830
C/C(CC(=O)Nc1ccc2c(c1)OCCO2)=N\NC(=O)COc1ccccc1C	i	0.5	i	31.4	18.9	801
COc1ccc(CNC(=O)C2CCCN(S(=O)(=O)c3ccccc3)C2)cc1 (centres undefined)	i	0.6	i	9.6	0.7	810
O=C(CCC(=O)N(CC(=O)NC1CCCC1)Cc1ccc(F)cc1)Nc1nccs1	i	1.4	i	54.7	-28.4	626
COc1cc(O)c(CCC(=O)c2ccc(OC)c(OC)c2)c(OC)c1	i	0.7	i	51.1	14.7	832
COc1ccccc1CNC(=O)CCNC(=O)N1CC(=O)Nc2ccccc21	i	0.8	i	60.3	3.7	667
O=C(N/N=C/c1cccnc1)c1cc(O)c(O)c(O)c1	i	0.1	i	13.6	-8.6	826
Cc1cccc(NC(=S)NC(=O)c2ccc(-c3ccccc3)cc2)n1	i	0.5	i	16.7	0.4	792
O=C(NC12CC3CC(CC(C3)C1)C2)c1cc(F)c(F)c(F)c1F	i	3.0	i	29.9	-6.3	811
Cc1nnc(NC(=O)C(c2ccccc2)c2ccccc2)s1	i	0.2	i	37.2	9.4	774

Compound profiles (already shown):
`CCC(CC)c1nc(C(N)=O)c2[nH]c(=O)n(-c3ccc(OC)c(OC)c3)c2n1` is entered as Myeloid diff 2 = i; Myeloid diff 2 GFP+ MAC1+ % = 3.3; T cell modulator = i; T cell modulator vesicle-bound % = 50.1; Lipid droplet = -18.4; Lipid droplet cells 6.5 µM = 754
`CC[C@@]12C(=O)N(c3ccccc3)C(=O)N1[C@H](c1cccc(C)c1)[C@@H]1C(=O)N(Cc3ccccc3)C(=O)[C@@H]12` is entered as Myeloid diff 2 = i; Myeloid diff 2 GFP+ MAC1+ % = 1.5; T cell modulator = i; T cell modulator vesicle-bound % = 29.0; Lipid droplet = 1.2; Lipid droplet cells 6.5 µM = 821
`C/C(CC(=O)Nc1ccc2c(c1)OCCO2)=N\NC(=O)COc1ccccc1C` is entered as Myeloid diff 2 = i; Myeloid diff 2 GFP+ MAC1+ % = 0.5; T cell modulator = i; T cell modulator vesicle-bound % = 31.4; Lipid droplet = 18.9; Lipid droplet cells 6.5 µM = 801

Continued:
SMILES	Myeloid diff 2	Myeloid diff 2 GFP+ MAC1+ %	T cell modulator	T cell modulator vesicle-bound %	Lipid droplet	Lipid droplet cells 6.5 µM
Cc1ccc2nc(NC(=O)C3CCN(C(=O)c4ccc(F)cc4)CC3)sc2c1	i	0.5	i	42.3	-2.5	668
COc1ccc(CCNC(=O)C(=O)NCC2OCCN2C(=O)c2ccc(Cl)cc2)cc1 (centres undefined)	i	0.7	i	54.9	-2.5	876
Cc1ccc(CS(=O)(=O)Cc2ccc(C(=O)NC3CC3)o2)cc1	i	6.6	i	33.6	-3.6	659
COC(=O)C(COC(=O)c1c(F)cccc1F)NC(=O)c1c(F)cccc1F (centres undefined)	i	0.5	i	60.1	-16.0	413
CCOC(=O)CSc1nc(N2CCOCC2)c2c(c1C#N)CC(C(C)C)OC2 (centres undefined)	i	0.4	i	63.0	0.8	869
CN(C(=O)CC1C(=O)NCCN1Cc1ccc(F)cc1Cl)C1CCCCC1 (centres undefined)	i	0.9	i	62.7	-33.4	653
Cc1ccc(/C=C2/Sc3ccc(C(=O)NCc4ccccn4)cc3NC2=O)cc1	i	4.6	i	10.1	-27.9	672
Cc1cc(C)c(OCC(=O)Nc2ccc(S(=O)(=O)N3CCOCC3)cc2)c(C)c1	i	0.3	i	59.8	-2.4	698
O=C(CS(=O)(=O)Nc1ccc(F)cc1Cl)Nc1ccc(F)cc1Cl	i	0.4	i	18.7	-1.2	800
CC(C)Cc1nc(SCC(=O)N2CCOCC2)c2c(=O)n(C)c(=O)n(C)c2n1	i	0.4	i	66.2	6.4	860
CC(=O)CN1C(=O)NC(c2ccccc2)(c2ccccc2)C1=O	i	0.4	i	21.5	-14.8	783
O=C(Nc1ccc(F)c(Cl)c1)c1cncs1	i	0.5	i	43.1	-14.3	813
O=C(CSc1ccccc1)NCc1ccccc1	i	0.4	i	59.7	-3.0	775
CCOCCCNC(=O)c1cn(CC(C)C)c(=O)c2c1c1ccccc1n2C	i	0.3	i	21.9	19.7	845
Cc1c(C)c2ccc(OC(C)C(=O)NC3CC(C)(C)NC(C)(C)C3)cc2oc1=O (centres undefined)	i	1.8	i	27.3	-6.7	691
COCCNC(=O)C(c1ccc(C)cc1)N(C(=O)CCC(=O)Nc1ccccn1)c1ccc(C)cc1 (centres undefined)	i	1.8	i	50.6	-16.8	779
COc1ccc(N2CC(C(=O)Nc3nnc(C4CCCCC4)s3)CC2=O)cc1 (centres undefined)	i	0.0	i	45.6	3.6	775
COCCCNC(=O)C1CCN(C(=O)c2oc3cc4sc(N(C)C)nc4cc3c2C)CC1	i	1.3	i	5.6	-8.2	742
NC(=O)C1CCCN(CC(=O)N2CCN(c3ccccc3)CC2)C1 (centres undefined)	i	0.7	i	28.4	-7.7	772
Cc1ccc2c(c1)cc1c(=O)n(CC(=O)NCCCc3ccccc3)nc(C)n12	i	0.7	i	23.5	12.7	677
CCC(C(=O)NCC1CCCO1)n1nc(C)c2sc3ccccc3c2c1=O (centres undefined)	i	1.2	i	19.4	-32.8	662
COc1ccc(/C=C2\SC(=S)N(CCC(=O)NCCc3ccc(O)cc3)C2=O)cc1	i	2.4	i	15.7	3.5	790
O=C1CSC(c2cccc(O)c2)N1Cc1ccccc1 (centres undefined)	i	0.6	i	40.0	6.3	665
CCOC(=O)c1c(S(=O)(=O)N2CCCC(C(=O)Nc3cccc(C)n3)C2)c(C)n(C)c1C (centres undefined)	i	6.6	i	29.2	-5.8	691
Cc1ccc(S(=O)(=O)NNC(=S)NCC2CCCO2)cc1 (centres undefined)	i	3.0	i	27.2	0.7	728

The results go on.
SMILES	Myeloid diff 2	Myeloid diff 2 GFP+ MAC1+ %	T cell modulator	T cell modulator vesicle-bound %	Lipid droplet	Lipid droplet cells 6.5 µM
O=C(N/N=C/c1ccc2ncccc2c1)c1cccc([N+](=O)[O-])c1	i	0.1	i	53.7	-4.7	763
CCOC(=O)C1(CCOc2ccccc2)CCN(Cc2cc(OC)ccc2OC)CC1	i	0.7	i	67.4	-4.5	793
NC(=O)c1cc(S(=O)(=O)NCc2ccccc2)cs1	i	3.4	i	1.3	-19.6	697
CC1CCN(c2ccc(NC(=O)Cn3c(=O)oc4ccccc43)cc2)CC1	i	6.5	i	36.8	-8.8	656
CN(CCNC(=O)c1cc2c(-c3ccccc3F)nn(C)c2s1)C1CCCCC1	i	1.8	i	12.6	-13.7	808
Cc1ccc(F)c(CNC(=O)C2CCC(=O)N(Cc3ccccn3)C2)c1F (centres undefined)	i	2.8	i	18.7	-46.8	771
O=C(O)/C=C/C(=O)c1c(-c2ccccc2)[nH]c2ccccc12	i	0.8	i	40.0	-2.1	811
Cc1nn(C)cc1CNC(=O)C1CCC(=O)N(Cc2cccc(C(F)(F)F)c2)C1 (centres undefined)	i	0.9	i	65.9	7.0	773
COCc1c(C(=O)N/N=C/c2ccncc2)nnn1-c1nonc1N	i	0.5	i	18.4	-5.3	839
CCOc1ccc(N(CC(=O)NCc2ccccc2)C(=O)CCC(=O)Nc2nccs2)cc1	i	5.5	i	46.8	-6.1	737
CCc1ccc(N(C(=O)c2ccco2)C(C(=O)NC2CCCC2)c2ccncc2)cc1 (centres undefined)	i	0.1	i	24.6	-15.9	739
CCOC(=O)c1nnn(-c2nonc2N)c1CN1CCCC1	i	0.7	i	53.3	-0.3	804
CCn1c(SC)nnc1C1CCN(CC(=O)Nc2ccccc2N2CCOCC2)CC1	i	0.3	i	22.5	-8.8	767
Cc1ccc(C(=O)NNC(=O)c2cc3ccccc3cc2O)cc1	i	0.3	i	58.0	-24.6	788
COc1ccc(NC(=O)N2CCCC2C(=O)NC23CC4CC(CC(C4)C2)C3)cc1 (centres undefined)	i	0.8	i	25.3	-0.2	808
CN(C)CCCN1C(=O)c2cc3ccccc3cc2C1=O	i	1.5	i	60.0	-0.4	805
O=C(NCC(c1ccco1)N1CCCCC1)c1ccc(NS(=O)(=O)c2ccc(F)cc2)cc1 (centres undefined)	i	0.6	i	54.0	0.8	811
CC(C)c1ccc(NC(=O)NC(C)c2ccc3c(c2)OCO3)cc1 (centres undefined)	i	0.0	i	12.4	-5.4	815
Cc1nc2sccn2c(=O)c1S(=O)(=O)NCc1ccccc1Cl	i	2.6	i	13.5	0.4	699
O=C(c1cc(-c2ccc(F)cc2)on1)N1CCN(c2ccc(F)cc2)CC1	i	0.3	i	37.8	-18.6	705
O=C(Nc1nnc(CCc2ccccc2)s1)c1ccccc1	i	0.1	i	58.9	4.4	783
CNC(=O)c1ccsc1NC(=O)CS(=O)(=O)c1ccc(Cl)cc1	i	0.0	i	24.0	-31.4	720
O=C(N/C(=C\c1ccc(Cl)cc1)C(=O)N1CCOCC1)c1ccco1	?	/	i	12.6	0.7	820
CNC(=O)NC(=O)CSc1nnc(-c2ccco2)n1-c1ccccc1	i	0.6	i	52.3	9.5	808
CC(=O)Nc1ccc(NC(=O)Nc2cccc3ccccc23)cc1	i	0.5	i	69.9	2.0	711

In the list so far, these contain a cyano group.
SMILES	Myeloid diff 2	Myeloid diff 2 GFP+ MAC1+ %	T cell modulator	T cell modulator vesicle-bound %	Lipid droplet	Lipid droplet cells 6.5 µM
CC1(C)CC(=O)N(c2ccc(C#N)cc2)C(=O)C1	i	0.4	i	11.5	-44.9	815
CCOC(=O)CSc1nc(N2CCOCC2)c2c(c1C#N)CC(C(C)C)OC2 (centres undefined)	i	0.4	i	63.0	0.8	869

(further entries)
SMILES	Myeloid diff 2	Myeloid diff 2 GFP+ MAC1+ %	T cell modulator	T cell modulator vesicle-bound %	Lipid droplet	Lipid droplet cells 6.5 µM
CCC(C(=O)Nc1cccnc1)n1c(=O)[nH]c2ccccc2c1=O (centres undefined)	i	1.0	i	24.3	10.1	793
CCN(CC)S(=O)(=O)c1nnc(NC(=O)c2ccco2)s1	i	0.4	i	16.3	6.1	812
CC(=O)c1ccc(NC(=O)CCNC(=O)c2ccccc2Cl)cc1	i	1.3	i	40.7	-3.5	828
CCOC(=O)CN1C(=O)/C(=C/c2ccc(Cl)cc2)Oc2ccccc21	i	0.2	i	48.3	3.9	717
O=C(CSc1n[nH]c(=O)n1-c1ccccc1)Nc1ccccc1C(F)(F)F	i	0.6	i	58.7	-4.8	828
O=C(c1cc(S(=O)(=O)N2CCCC2)c(Cl)cc1Cl)N1CCCC1	i	0.1	i	28.0	-13.4	746
O=C(Nc1ccccc1Cl)Nc1cccc2cccnc12	i	1.5	i	48.0	-19.1	729
COc1cc(NC(=O)Cc2ccc(OC)c(S(=O)(=O)N3CCOCC3)c2)c(OC)cc1Cl	i	0.9	i	19.2	-3.1	789
